Assay outcomes: PubChem, several laboratories
RTF Ca sens act = increases calcium sensitivity of human cardiac regulated thin filaments; P19429+P45379; IANBD-labeled TnC RTF fluorescence at EC20 calcium; 0% EC20 calcium, 100% full calcium; activation, % at 7.2 µM; actives 0.24% (n = 340,000); AID 493008;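 active means activation above the mean over all tested compounds plus 3 SD, cut at about 30% in these data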;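 further: rise in fluorescence read as greater calcium sensitivity of cardiac thin filaments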
OPRM1-OPRD1 inv = inverse agonist of human OPRM1-OPRD1 heterodimerization; cell-based MOR-DOR heterodimer luminescence, inverse agonism; P35372+P41143; actives 0.21% (n = 340,000); AID 504357; inhibition, % at 9.3 µM; in the data active means inhibition above about 22%, passing the limit was not always enough;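 further: 0% = cells with DMSO and 100% = wells without cells with DMSO; values of inactives mirror those of a sister screen read the other way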
Target sequence (P35372 whole entry, looked up): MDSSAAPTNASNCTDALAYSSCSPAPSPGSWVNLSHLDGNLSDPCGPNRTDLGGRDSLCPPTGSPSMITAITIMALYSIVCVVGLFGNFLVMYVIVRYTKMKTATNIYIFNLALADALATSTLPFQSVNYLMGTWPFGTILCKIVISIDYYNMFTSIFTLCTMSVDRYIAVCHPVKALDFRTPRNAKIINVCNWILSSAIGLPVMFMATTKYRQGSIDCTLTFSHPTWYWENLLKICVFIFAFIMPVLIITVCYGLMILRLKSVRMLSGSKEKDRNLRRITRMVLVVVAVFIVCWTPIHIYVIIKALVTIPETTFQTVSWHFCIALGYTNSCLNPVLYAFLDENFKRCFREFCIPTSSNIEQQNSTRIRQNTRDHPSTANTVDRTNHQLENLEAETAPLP
Target sequence (P41143 whole entry, looked up): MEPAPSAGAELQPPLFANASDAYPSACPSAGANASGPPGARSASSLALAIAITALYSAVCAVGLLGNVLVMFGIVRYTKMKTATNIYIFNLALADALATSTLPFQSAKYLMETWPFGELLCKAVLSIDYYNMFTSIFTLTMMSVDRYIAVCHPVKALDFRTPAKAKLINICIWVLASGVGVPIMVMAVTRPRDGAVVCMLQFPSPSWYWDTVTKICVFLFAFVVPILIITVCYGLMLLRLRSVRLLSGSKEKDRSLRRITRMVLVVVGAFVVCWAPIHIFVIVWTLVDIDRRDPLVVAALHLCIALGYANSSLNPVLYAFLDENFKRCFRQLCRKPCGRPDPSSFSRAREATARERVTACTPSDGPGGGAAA
Arrestin-AP2 inh = human beta-arrestin and AP2 interaction inhibition. FITC-arrestin peptide / GST-AP2 beads, flow cytometry; AP2 beta2 appendage carries R879A mutation. inhibition, % at 10 µM. actives 0.31% (n = 340,000). AID 504490;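 active means inhibition above a set limit, near 3 SD of compounds lacking own fluorescence, cut at about 54% in these data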;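 further: plate controls were DMSO wells for no effect and 5 µM unlabelled arrestin peptide for full effect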
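test system = AP2 appendage R879A on GSH beads | buffer or medium = PBS plus Tween 20 (0.05%) and BSA (0.1%) | incubation = 12 min plus 1 h, RT | detection = bead flow cytometry, FITC channel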
RTF Ca sens inh = cardiac RTF calcium desensitization | P19429+P45379 | IANBD-labeled cardiac RTF, Ca2+ fluorescence | inhibition, % at 7.15 µM | actives 0.12% (n = 340,000);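 active means inhibition above the mean inhibition of all tested compounds plus 3 SD, cut at about 17% in these data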;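 further: assay run at fixed EC70 calcium of 1.6 mM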
DSG3 Ab inh = human desmoglein-3 autoantibody binding inhibition; P32926; DSG3-coupled beads, scFv-anti-DSG3-GFP binding, flow cytometry; active compounds read low; binding (percent of control), % at 10 µM; actives 0.48% (n = 310,000);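 active means binding more than 3 SD below its plate's average and above zero; inconclusive means below that plate limit but binding exactly zero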;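 further: hits lower antibody fragment binding to DSG3; some compounds called inactive have numbers as strong as hits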
Keap1-Nrf2 PPI = Keap1-Nrf2 (human) interaction inhibition; Keap1 Kelch-Nrf2 peptide fluorescence polarization, 1536-well; inhibition, % at 9.4 µM; actives 0.15% (n = 340,000); AID 504523; in the data active means inhibition above about 12%; inconclusive means no clear call, values can overlap the other calls; inactive means below about 7.3%;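 further: human Keap1 Kelch domain with fluorescein labeled Nrf2 9mer peptide probe; 0% = neutral control wells and 100% = peptide positive control; higher means more block of Keap1 binding to Nrf2 peptide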
LANA DNA inh = blocks KSHV LANA C-terminal domain binding to DNA; MBP-C-LANA/FAM-LBS DNA binding, fluorescence polarization; inhibition, % at 9 µM; actives 0.078% (n = 340,000); AID 504423;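 active means highest replicate inhibition at or above 60% at 9 µM, even if other replicates fall short; inactive means all replicates below 60% inhibition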;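 further: 0% = neutral control wells and 100% = 4 µM acridine orange control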
V-ATPase pH = yeast V-ATPase proton transport regulation by pHLuorin. S. cerevisiae, pHLuorin cytosolic pH fluorescence. response, % at 10 µM. actives 0.37% (n = 350,000). AID 504577; in the data active means response mostly above about 7.3%, no sharp cut-off; inactive means mostly below about 5.4%; further: actives read high; inactives centre near 0; some compounds called inactive have numbers as strong as hits; reference of the scale not given here
OPRM1-OPRD1 ag = agonists of human mu-delta opioid receptor heterodimerization; actives 0.3% (n = 340,000); activation, % at 9.3 µM; cells, OPRM1-OPRD1 heterodimerization, luminescence; in the data active means activation above about 18%;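 further: 0% = vehicle-treated cells and 100% = reference agonist; values of inactives mirror those of a sister screen read the other way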
Wnt act = Wnt/beta-catenin pathway activation | actives 1.2% (n = 300,000) | Wnt/beta-catenin reporter cell assay, activator, plate reader | activation, % at 9.35 µM; in the data active means activation above about 30%, passing the limit was not always enough; inconclusive means no clear call, values can overlap the other calls;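 further: 0% = neutral control wells and 100% = positive control wells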
Numbers without * were called inactive; ? = inconclusive; . = no result given.

Compound	RTF Ca sens act	OPRM1-OPRD1 inv	Arrestin-AP2 inh	RTF Ca sens inh	DSG3 Ab inh	Keap1-Nrf2 PPI	LANA DNA inh	V-ATPase pH	OPRM1-OPRD1 ag	Wnt act
CC(=O)c1ccc(NC(=O)CSC(=S)N2CCCC2)cc1	5	-4	10	-7	96	5	0.1	0	0.8	?
Cc1ccc(-c2cc(C(F)F)nc(N3CCOCC3)n2)cc1	-2	-38	11	2	87	3	-2.0	5	7.6	-4
CCCn1nc(NS(=O)(=O)c2cccc3nonc23)c2cc3cc(C)ccc3nc21	-7	9	1	-5	87	-3	.	-2	-1.8	2
C=C(C(=O)Nc1ccccc1)c1ccc(C)cc1	2	6	4	5	97	-2	0.9	5	-1.3	6
CCN1CCN(CCCNC(=O)C2CCCN(c3nnc(-n4cccc4)s3)C2)CC1 (centres undefined)	0	-6	6	-17	110	-1	-1.8	-6	1.1	.
O=C(CSc1ccc(-c2cccnc2)nn1)Nc1ccc(F)cc1F	4	11	1	8	100	-2	-1.3	-2	-2.1	-2
Cn1cc(Br)c(C(=O)N2CCc3ccccc32)n1	2	17	-3	-14	101	3	0.3	2	-3.2	4
CC(C)(C)n1cnc2cc(NCc3cccs3)ccc21	-2	8	50	-6	.	0	-2.9	-4	-1.7	5
COc1ccc(NC(=O)COC(=O)CN2C(=O)NC(C)(C)C2=O)cc1	-3	8	16	0	107	-3	0.3	1	-1.8	1
CCC1Oc2ccc(C)cc2N(CC(=O)NCCCN2CCN(Cc3ccccc3)CC2)C1=O (centres undefined)	13	-13	13	1	83	-3	-1.8	5	2.4	-6
Cc1occc1-c1nnc(SCC(=O)Nc2ccccc2)n1C(C)c1ccccc1 (centres undefined)	4	-18	1	2	86	-4	3.7	0	3.2	-5
CCOC(=O)c1cnn(-c2cc(C)c3ccccc3n2)c1N	-5	-9	6	-10	101	6	-0.2	2	1.6	.
COc1ccc(NC(=O)COC(=O)CCSc2ccccc2)cc1OC	-6	13	-7	-2	98	1	0.5	-3	-3.4	2
CCN(CC(=O)Nc1ccc2c(c1)OCCO2)C(=O)c1cccc(S(=O)(=O)N2CCOCC2)c1	-2	2	-1	-6	103	-4	-0.1	-5	-0.4	-5
COc1ccc2nc(SCC(=O)NC(C)c3ccccc3)[nH]c2c1 (centres undefined)	8	1	-5	-13	101	0	1.6	1	-0.3	-3
COCc1[nH]nc2c1C(c1ccccc1Cl)C(C#N)=C(N)O2 (centres undefined)	5	10	-2	12	104	1	0.8	-1	-1.6	.
CCOC(=O)c1c(NC(=O)COc2ncnc3ccccc23)sc(C)c1C	-3	12	0	-4	102	-3	-0.3	0	-2.4	.
Cc1c(NC(=O)c2ccco2)cccc1-c1nc2cccnc2s1	4	13	0	-5	104	-6	0.0	-4	-2.5	2
O=C(NCCc1ccccc1)C1CCN(Cc2cccc3ccccc23)CC1	-1	11	-7	-4	96	-5	7.7	1	-2.4	20
CCCCNC(=O)O[C@@H]1C[C@H]2CCCC(=O)N3CC[C@@H](C1)[C@@H]23	11	15	-3	-14	104	2	0.1	-1	-2.7	-4

Later entries.
Compound	RTF Ca sens act	OPRM1-OPRD1 inv	Arrestin-AP2 inh	RTF Ca sens inh	DSG3 Ab inh	Keap1-Nrf2 PPI	LANA DNA inh	V-ATPase pH	OPRM1-OPRD1 ag	Wnt act
Cc1cc(C)n(C(C)CNS(=O)(=O)c2ccccc2)n1 (centres undefined)	1	1	-12	-1	94	-4	-0.8	-3	-0.1	1
CC12CC3CC(C)(C1)CC(C(=O)N1CCCC1)(C3)C2	-8	2	5	1	121	-4	0.1	2	-0.3	-1
COCc1c(C(=O)N2CCc3ccccc32)oc2ccccc12	-6	-44	3	3	104	3	-0.5	4	6.9	3
CCOc1ccccc1N=C1NC(=O)CS1	7	7	-7	-7	108	-2	-1.2	0	-1.5	.
Cc1cc(NC(=O)c2cccs2)n(-c2nc3ccccc3[nH]2)n1	7	14	76*	-4	89	-6	1.9	-2	-3.1	0
Cc1cccc(N(C(=O)c2snc(C(N)=O)c2N)C(C(=O)NC2CCCC2)c2ccco2)c1 (centres undefined)	-1	11	-16	-10	115	-3	-0.2	2	-2.0	7
COc1ccc(-n2c(SCC(=O)Nc3cc(C(=O)O)ccc3C)nc3ccccc3c2=O)cc1Cl	1	17	-1	-23	91	-2	-1.4	1	-3.3	1
Clc1ccc(-c2cc(CSc3cccc(Cl)c3)on2)cc1	-3	0	2	6	94	-3	1.1	-2	0.1	1
COc1ccccc1NS(=O)(=O)c1ccc(NC(=O)c2ccncc2)cc1	-1	4	5	-10	103	2	-2.7	2	-0.7	0
CN(C)c1cc[n+](CC(=O)Nc2ccc(Oc3ccccc3)cc2)cc1	8	18	-24	-3	80	-3	1.5	-3	-3.6	-3
O=C(COc1ccc2c3c(c(=O)oc2c1)CCCC3)NCc1ccncc1	-7	17	26	-1	.	-2	0.4	-4	-3.2	0
CCOC(=O)CN1CC23C=CC(O2)C(C(=O)Nc2cc(OC)ccc2OC)C3C1=O (centres undefined)	1	12	5	-2	110	-3	-2.2	1	-2.3	0
CCOc1ccc(CN(C)C(=O)CNC(=O)C2CCCCC2)cc1	-5	-15	-4	-1	107	3	0.0	6	2.2	0
COc1ccc(C(C(=O)NC2CCCCC2)N(C(=O)c2sc(C)nc2C)c2ccccc2C)cc1 (centres undefined)	1	-1	0	-3	105	0	-0.3	0	0.2	.
Cc1nc(CNS(=O)(=O)c2ccc3c(c2)OCCO3)cs1	-3	12	11	3	102	-2	-0.8	2	-2.1	-1
O=C(NCc1ccc(Cl)cc1)c1ccc(-c2ccccc2C(F)(F)F)o1	4	-25	2	2	103	-1	0.1	0	4.2	0
CC(=O)c1ccc(S(=O)(=O)Nc2ccc(N3CCOCC3)cc2)cc1	3	4	13	-18	103	2	-0.7	-2	-0.8	0
CC1(C)Cc2c(c(N3CCCC3)nc3sc(C(=O)Nc4ccccc4)c(N)c23)CO1	-1	-6	-10	-8	92	0	0.0	-4	1.1	9
O/N=C1/CCc2cccc3cccc1c23	0	-12	-15	-1	104	4	0.4	1	2.1	.
Cc1[nH]c2ccc(OC(F)(F)F)cc2c1CCN1C(=O)c2ccc(C(=O)O)cc2C1=O	-7	8	8	-2	126	4	-3.6	4	-1.8	-1

Structures listed so far shown as hits in Arrestin-AP2 inh:
SMILES,RTF Ca sens act,OPRM1-OPRD1 inv,Arrestin-AP2 inh,DSG3 Ab inh,Keap1-Nrf2 PPI,LANA DNA inh,V-ATPase pH,OPRM1-OPRD1 ag,Wnt act
Cc1cc(NC(=O)c2cccs2)n(-c2nc3ccccc3[nH]2)n1,7,14,76*,89,-6,1.9,-2,-3.1,0

The list goes on:
Compound	RTF Ca sens act	OPRM1-OPRD1 inv	Arrestin-AP2 inh	RTF Ca sens inh	DSG3 Ab inh	Keap1-Nrf2 PPI	LANA DNA inh	V-ATPase pH	OPRM1-OPRD1 ag	Wnt act
C/C(=N\NC(=O)c1ccccc1O)c1ccc(NC(=O)Cc2ccccc2)cc1	-8	22	33	2	99	1	-0.4	1	-3.9	9
O=C(Nc1cccnc1)c1cccc(-c2cc3ccccc3oc2=O)c1	-5	19	-7	-3	86	-2	1.9	-1	-3.9	4
C=CCn1c(C)cc(C(=O)COC(=O)CCc2cc(OC)c(OC)c(OC)c2)c1C	-6	5	19	-4	88	3	1.7	0	-1.0	-1
O=C(Nc1ccccc1N1CCOCC1)c1cc(-c2ccco2)nc2ccccc12	-1	-1	4	7	106	1	-0.3	-8	0.1	.
O=C(O)C1C2C=CC(O2)C1C(=O)NCc1ccc2c(c1)OCO2 (centres undefined)	0	-2	-7	-25	.	4	2.3	2	0.3	7
CC(=O)Nc1nc(CCC(C)C)cc2c1c(=O)oc1ccccc12	1	14	-1	5	89	-1	-2.7	0	-2.5	-2
CCOC(=O)N1CCC(=NNC(=O)COc2ccc(OC)cc2)CC1	12	9	16	4	.	2	-0.1	-4	-1.7	-3
C[C@@H](C(=O)Nc1cc(C(F)(F)F)ccc1N1CCOCC1)N1C(=O)C2CC=CCC2C1=O (some centres undefined)	0	9	6	-2	95	0	-1.4	2	-1.8	0
CCOc1cc(CNC2CCCC2)ccc1OCc1ccccc1Cl	-3	-43	-22	-4	108	0	0.7	-1	8.1	-7
CCOC(=O)N1c2ccccc2Sc2ccccc21	-9	-6	-5	8	86	2	-1.7	2	0.8	1
COc1ccc(NC(=O)N(C)C[C@@H]2Oc3ccc(NC(=O)NC(C)C)cc3CC(=O)N([C@H](C)CO)C[C@@H]2C)cc1	6	15	4	4	100	-2	2.8	0	-3.3	-1
Cc1nc2c3ccccc3nc(NNC(=O)CCC(=O)NC3CCCC3)n2n1	7	15	13	-11	88	-4	0.8	-3	-3.1	-3
O=c1c2ccccc2nnn1CSc1nnc2ccccn12	1	9	-11	-5	.	-1	0.2	0	-1.5	53*
Cc1nn(CC(O)COc2ccc3c(c2)CCC3)c(C)c1Br (centres undefined)	-2	-30	-1	-5	.	0	-0.7	2	5.1	-11
CC(C)(C)OC(=O)N1CCC(C(=O)Nc2cccc(C(=O)N3CCCCC3)c2)CC1	4	19	4	-3	101	-6	-1.0	0	-4.0	-4
CCCCC1OC23CCCCC2C(C#N)(C(=N)O3)C1(C#N)C#N (centres undefined)	23	-12	-16	-38	96	20*	42	-2	1.9	.
CCC(=O)Nc1ccc2c(c1)ncn2-c1ccc(OC)cc1	-7	1	7	2	104	-3	-0.6	5	-0.1	.
N#C/C(=C\c1ccc(Cl)cc1)c1nc2ccccc2o1	-3	1	3	-29	98	-2	2.1	6	-0.1	14
CCOc1ccccc1N1CCN(C(=O)c2ccc3nc(N)sc3c2)CC1	-4	8	-6	0	104	-4	0.2	-1	-2.1	3
Nc1c2c(nc3sc4c(c13)CCCC4)-c1ccccc1CC2	-3	12	11	7	96	1	1.5	-2	-2.4	42*

Next records
Compound	RTF Ca sens act	OPRM1-OPRD1 inv	Arrestin-AP2 inh	RTF Ca sens inh	DSG3 Ab inh	Keap1-Nrf2 PPI	LANA DNA inh	V-ATPase pH	OPRM1-OPRD1 ag	Wnt act
CC(c1ccccc1C(O)(c1ccccc1)c1ccccc1)N(C)C (centres undefined)	-3	-69	-1	0	135	-6	-1.8	0	10	-2
CCN=C1Cn2c(nc3scc(-c4ccccc4)c3c2=O)CN1CC	6	21	2	-5	.	-6	-1.1	0	-3.6	.
CC(=O)N1CCC(N(CCCOC(C)C)C(=O)Nc2ccc(C)c(C)c2)CC1	0	11	-1	-7	95	1	-1.7	-2	-2.1	.
Cc1nn(-c2ccccc2)c(C)c1NC(=O)COC(=O)c1ccc(Cl)c(N)c1	7	1	3	-1	93	2	-0.1	0	-0.1	-1
CCCC1=NCCn2cccc21	13	7	9	-1	104	-3	3.0	1	-1.2	.
COc1ccc(C(CNC(=O)c2ccc(C)c(S(=O)(=O)N3CCCCC3)c2)N(C)C)cc1OC (centres undefined)	-4	11	-1	-16	89	-6	-1.0	4	-2.2	0
S=C(NCCc1ccccc1)Nc1ccc(Br)cn1	-2	-13	25	3	107	-2	2.7	2	2.6	-1
COCCCn1c(=O)c2ccccc2n2c(=S)[nH]nc12	-4	-4	-6	-2	95	-2	1.6	3	1.0	1

Not a hit list; any-hit rate near 3.1%.
